# aDG glyco act = alpha-DG glycosylation activation; AID 624168; activation, % at 10 µM; 360,000 tested, 0.22% active; Pro5-aDG cells, alpha-DG glycosylation AlphaScreen (IIH6); 0% Pro5, 100% B10-LARGE cell signal;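 active = activation of at least 8% versus controls, or a plate z-score of at least 8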;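 note: Pro5 are CHO cells carrying HIG-tagged alpha-DG that lacks glycosylation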
# CaV13 ICDI inh = Disruptors of the CACNA1D IQ motif to Ca2+-dependent inactivation inhibitor domain association, primary screening, Förster resonance energy transfer in intact living … | HEK cells, CFP/YFP FRET ICDI-IQ, plate reader, 10 min; percent FRET-ratio fall versus neutral wells | 340,000 tested, 0.098% active | inhibition, % at 12.3 µM | AID 743397;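 active = mean replicate inhibition of at least 30% and at least 1% of replicates passing that level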;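 note: 0% = median of the neutral control wells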
# Glyco luc inh = N-linked glycosylation inhibition; 360,000 tested, 0.23% active; AID 588692; D54 ERlucT glycosylation luciferase reporter, 24 h; percent of 100 nM tunicamycin response; reporter increase, % at 12.5 µM;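 active = mean luciferase reporter signal, scaled so untreated is 0 and the glycosylation-blocking control 100, at or above a set limit in every replicate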;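 note: luciferase carries N-glycosylation sites so blocking glycosylation raises the light; 0% = median of neutral control wells and 100% = median of 100 nM tunicamycin wells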
# MC4R barr agon = activates human MC4R beta-arrestin recruitment; P32245; U2OS MC4R beta-arrestin complementation, luminescence; percent of melanotan II response, DMSO zero; activation, % at 8.9 µM; 360,000 tested, 0.98% active; AID 540308;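 active = activation above a per-plate cutoff, the mean activation of sample wells on that plate plus 3 SD, cut at about 8% in these data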
# Target sequence (P32245 whole entry, looked up): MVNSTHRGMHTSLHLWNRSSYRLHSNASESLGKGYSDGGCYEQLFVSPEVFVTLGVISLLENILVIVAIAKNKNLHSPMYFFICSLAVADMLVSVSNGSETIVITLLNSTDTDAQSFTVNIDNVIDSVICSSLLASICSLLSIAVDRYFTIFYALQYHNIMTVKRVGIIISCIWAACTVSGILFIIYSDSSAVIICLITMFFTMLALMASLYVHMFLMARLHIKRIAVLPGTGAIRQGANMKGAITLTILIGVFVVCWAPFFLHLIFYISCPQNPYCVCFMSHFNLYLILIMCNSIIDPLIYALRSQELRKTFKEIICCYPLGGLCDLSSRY
# MC4R antagonist = human MC4R antagonism in cAMP assay; MC4R-expressing cells, MTII-stimulated cAMP, LANCE TR-FRET; 360,000 tested, 0.48% active; AID 540295; inhibition, % at 6.5 µM;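 active = inhibition above its plate's cutoff, the mean of tested wells on that plate plus 3 SD, cut at about 29% in these data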;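 note: 0% = Melanotan II alone and 100% = Melanotan II plus saturating MCL0020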
#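 Test system: U2OS cells stably expressing human melanocortin 4 receptor (MC4R); also added: Melanotan II challenge; compound: 6.5 µM single dose; timing: 30-min compound preincubation, 1-h Melanotan II challenge, 1-h detection, room temperature; signal: Eu-cAMP/anti-cAMP TR-FRET, emission 671 nm; repeats: one well per compound, no replicates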
# Vif imaging = HIV Vif inhibition; inhibition, % at 7.49 µM; HEK293T cells, Vif self-association by quenched fluorescence, imaging, 24 h; 340,000 tested, 0.35% active; AID 602346; in the data active = inhibition above about 50%, passing the limit was not always enough; note: some results filed as inactive read as strong as hits
# HTR2A ag = activates the mouse 5-HT2A serotonin receptor; P35363; CHO-K1 mHTR2A beta-arrestin complementation, luminescence; percent of 30 µM serotonin response; activation, % at 7.6 µM; 360,000 tested, 0.66% active; AID 624169;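 active = activation above a run cutoff, the mean activation of all tested compounds plus 3 SD, cut at about 14% in these data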;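 note: 0% = plate median of compound wells and 100% = 30 µM serotonin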
# Cardio protect = myocardial damage modulation in H9c2 cells; H9c2 cardiomyocytes, H2O2 injury protection, ATPLite, 2 h; protection from H2O2 cell death, % at 20 µM; 360,000 tested, 0.63% active;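 active = compounds giving at least 50% protection of heart cells from peroxide-induced death in the single-dose screen, raw or plate-pattern-corrected value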;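 note: 0% = DMSO wells with peroxide and 100% = DMSO wells without peroxide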
# PDI turbidity = PDI (human) enzyme inhibition. inhibition, % at 10 µM. 350,000 tested, 0.052% active. P07237. PDI insulin aggregation turbidity, A650, 90 min;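 active = mean inhibition across replicates of 30% or more, whatever share of single replicates reach that level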;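 note: absorbance from insulin aggregation driven by PDI reduction with DTT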
# Target sequence (P07237 whole entry, looked up): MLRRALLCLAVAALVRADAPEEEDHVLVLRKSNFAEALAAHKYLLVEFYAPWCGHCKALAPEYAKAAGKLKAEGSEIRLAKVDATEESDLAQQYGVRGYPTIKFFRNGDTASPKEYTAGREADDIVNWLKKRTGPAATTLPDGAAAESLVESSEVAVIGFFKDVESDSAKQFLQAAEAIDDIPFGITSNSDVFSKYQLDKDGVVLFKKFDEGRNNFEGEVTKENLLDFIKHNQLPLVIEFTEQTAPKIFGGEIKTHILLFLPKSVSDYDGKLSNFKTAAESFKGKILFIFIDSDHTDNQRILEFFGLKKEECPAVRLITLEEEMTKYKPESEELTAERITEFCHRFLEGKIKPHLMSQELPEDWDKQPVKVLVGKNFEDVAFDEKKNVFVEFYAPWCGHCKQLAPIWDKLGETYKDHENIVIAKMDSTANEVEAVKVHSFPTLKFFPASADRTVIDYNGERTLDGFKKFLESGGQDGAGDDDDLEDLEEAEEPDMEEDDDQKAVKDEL
# ABCB6 inh 2 = human ABCB6 transporter inhibition. K562-ABCB6 porphyrin accumulation, flow cytometry, 1 h; hits give low values. fluorescence ratio to DMSO, % at 10 µM. 360,000 tested, 0.19% active;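 active = fluorescence ratio to DMSO below 75%, the collection mean minus 3 SD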;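 note: signal is porphyrin accumulated inside mitochondria; 100% equals median channel fluorescence of DMSO control wells; lower ratio means ABCB6 inhibition with less porphyrin fluorescence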
# * hit, by the source's call; . = not tested or not shown.
SMILES,aDG glyco act,CaV13 ICDI inh,Glyco luc inh,MC4R barr agon,MC4R antagonist,Vif imaging,HTR2A ag,Cardio protect,PDI turbidity,ABCB6 inh 2
Cc1cccc(NC(=S)NCCc2ccc(S(N)(=O)=O)cc2)c1C,-0.1,-5,1,-2.7,5,3,-1,-1,0,96
COc1ccc(C(C)=O)cc1COC(=O)Cc1n[nH]c(=O)c2ccccc12,-0.1,-6,-1,-0.2,-1,-17,7,72*,-7,95
CCOC(=O)Cc1csc(NC(=O)c2ccc(S(=O)(=O)N3CCCC3)cc2)n1,0.2,-3,-2,-2.1,15,-3,-5,3,4,101
CC1CCN(c2ccccc2NC(=O)c2cc3ccccc3o2)CC1,-0.1,-3,1,-0.5,10,-2,-3,-5,-6,101
N#CCN(C(=O)COC(=O)CCCNC(=O)c1ccc(Cl)cc1)c1ccccc1,0.2,-3,2,-0.4,-1,2,2,-6,-2,98
CNC(C)C#Cc1c(-c2cc(OC)c(OC)c(OC)c2)noc1C (stereo not drawn),0.2,-10,3,-0.5,0,-1,-7,6,-12,100
CN(C)C1=NCCN1CCCC1CCCC1,-0.1,-5,1,-0.7,6,2,-2,-11,2,99
O=C(N/N=C/c1ccco1)c1ccc(C(=O)N/N=C/c2ccco2)o1,0.0,-3,-1,2.4,-18,3,-2,30,-2,100
Cc1cccc(NCc2ccccc2O)c1C,-0.3,-5,-1,0.1,3,8,1,-17,25,98
CCCn1c(SCC(=O)NC(C)(C)C)nnc1C(C)C,-0.4,-4,0,-2.7,-2,-2,-1,1,8,93
O=C(C[C@H]1C[C@@H]2c3cc(NC(=O)Nc4ccccc4)ccc3O[C@@H]2[C@@H](CO)O1)NCC1CC1,0.2,-4,1,0.6,-5,-4,-4,1,0,96
COc1ccccc1OCC(=O)Nc1ccc(O)cc1C(=O)O,0.1,-5,1,-1.6,13,3,6,4,-3,98
O=C(/C=C/c1ccc(S(=O)(=O)N2CCOCC2)cc1)N1CCCCC1,-0.2,-4,-1,-3.0,0,8,-4,6,-10,98
O=C(NCc1n[nH]c(=S)n1-c1ccc([N+](=O)[O-])cc1)c1ccc(S(=O)(=O)N2CCOCC2)cc1,0.2,20,2,-1.4,7,-6,10,-1,19,96
Cn1cc(C(c2ccccn2)c2cn(C)c3ccccc23)c2ccccc21,0.0,.,-5,-0.1,10,6,-3,-19,4,111
O=C(CC(C(=O)O)c1ccc(Cl)cc1)c1ccc(Cl)c(Cl)c1 (stereo not drawn),0.0,-3,1,0.7,20,28,5,0,-6,99
COC(=O)c1ccc(C2c3c(oc4ccc(Cl)cc4c3=O)C(=O)N2CCN2CCOCC2)cc1 (stereo not drawn),-0.1,-4,0,4.3,0,-1,3,5,-1,106
Cc1cc(N2C(=O)C(=O)/C(=C(/O)c3ccc(F)cc3)C2c2ccc(Cl)cc2)no1 (stereo not drawn),0.7,-4,4,-1.7,12,-2,1,4,-4,92
COc1cc(CN2CCC(C(=O)N3CCC(C)CC3)CC2)cc(Br)c1O,0.0,-4,3,-1.6,7,15,-8,-1,2,100
Cc1ccsc1C(=O)N1CCC1(C)C(=O)NCc1cccc2ccccc12 (stereo not drawn),0.1,-6,-2,-0.8,-3,4,1,-5,7,102

# 4 compounds drawn at random from the list so far:
SMILES,aDG glyco act,CaV13 ICDI inh,Glyco luc inh,MC4R barr agon,MC4R antagonist,Vif imaging,HTR2A ag,Cardio protect,PDI turbidity,ABCB6 inh 2
Cn1cc(C(c2ccccn2)c2cn(C)c3ccccc23)c2ccccc21,0.0,.,-5,-0.1,10,6,-3,-19,4,111
O=C(C[C@H]1C[C@@H]2c3cc(NC(=O)Nc4ccccc4)ccc3O[C@@H]2[C@@H](CO)O1)NCC1CC1,0.2,-4,1,0.6,-5,-4,-4,1,0,96
O=C(NCc1n[nH]c(=S)n1-c1ccc([N+](=O)[O-])cc1)c1ccc(S(=O)(=O)N2CCOCC2)cc1,0.2,20,2,-1.4,7,-6,10,-1,19,96
Cc1cc(N2C(=O)C(=O)/C(=C(/O)c3ccc(F)cc3)C2c2ccc(Cl)cc2)no1 (stereo not drawn),0.7,-4,4,-1.7,12,-2,1,4,-4,92

# Next part.
SMILES,aDG glyco act,CaV13 ICDI inh,Glyco luc inh,MC4R barr agon,MC4R antagonist,Vif imaging,HTR2A ag,Cardio protect,PDI turbidity,ABCB6 inh 2
CCCCn1c(SCC(=O)NCc2ccco2)nc2ccc(N3CCOCC3)cc2c1=O,0.1,-3,6,-1.7,4,-7,1,1,5,90
COc1ccc(NC(=S)NC(=O)c2cc3ccccc3o2)c(OC)c1,-0.2,.,1,1.8,-5,5,5,-4,-6,101
CCn1cc(-c2cc(C(=O)O)on2)c(C)n1,0.0,-1,0,-0.5,2,14,1,3,-1,95
O=C(NCC1CCCCC1)c1cccc(S(=O)(=O)N2CCCC2)c1,-0.2,-7,-1,-0.5,1,8,-6,1,4,100
CC(C)CN1CCC(=O)N(CCSc2ccccc2)CC1,0.0,-7,-6,1.9,7,3,3,3,9,99
CC(C)(C)OC(=O)NCCCCc1cn(CC(=O)N2CCN(C(=O)OC(C)(C)C)CC2)nn1,-0.1,-10,1,-1.9,4,-3,2,2,1,97
CCOC(=O)c1c(NC(=O)COC(=O)c2nc(Cl)ccc2Cl)sc(C(=O)N(C)C)c1C,0.0,-6,-1,-0.7,1,1,-8,-1,-6,105
CC(C(=O)Nc1ccc2c(c1)OCCO2)N(c1ccccc1)S(C)(=O)=O (stereo not drawn),-0.1,-6,1,-1.0,7,-3,-1,2,2,98
CCCC1=NN(c2ccc([N+](=O)[O-])cc2)C(=O)/C1=C/N(C)C,-0.1,-2,0,-1.5,0,1,0,1,0,103
COc1cc(/C=C(\C#N)C(=O)NC2CCCCC2)ccc1OCc1ccc(C(=O)O)cc1,-0.1,3,6,-1.2,15,-6,-3,-2,6,91
O=C1NC(=S)SC1=Cc1ccc2c(c1)OCO2,-0.2,-6,0,-2.0,2,-1,-3,-16,1,91
O=C(CCC(=O)OCC(=O)c1cccc([N+](=O)[O-])c1)NC1CCCCC1,-0.2,-21,2,-0.9,15,-6,-1,-3,-2,100
COc1ccc(OC)c(/C=N/NC(=O)C(=O)N/N=C/c2cc(OC)ccc2OC)c1,-0.1,-22,9,2.4,17,-10,-2,10,-3,99
N#CCCC(CCC#N)(CCC#N)c1cc[n+](CCc2ccccn2)cc1,0.1,-10,0,-2.6,0,-17,2,-4,-5,99
COC(=O)c1cnc(N2CCCN(S(=O)(=O)c3ccccc3)CC2)nc1C(F)(F)F,0.1,-8,0,0.1,3,9,4,-2,0,95
CCSc1c([N+](=O)[O-])c(=O)n(-c2ccccc2)c2ccccc12,0.1,-5,0,0.4,3,4,-2,2,-5,103
O=C(COc1ccc(Cl)cc1Cl)Nc1ccccc1NS(=O)(=O)c1cccs1,0.5,-6,-1,1.9,0,-9,7,-5,5,97
CN(CC(=O)OCC(=O)NC(=O)c1cccn1C)S(=O)(=O)c1ccc(Cl)cc1,-0.4,-12,2,-1.6,23,11,-6,-2,-10,94
COc1cccc(/C=N/Nc2nnc3c(n2)[nH]c2ccccc23)c1OC,-0.2,-2,-4,11*,17,-26,-7,12,-4,101
O=C(COC(=O)c1n[nH]c2ccccc12)NC(=O)NC1CCCC1,2.1,.,0,-1.8,2,2,-4,13,6,97
C=CCNC(=O)CNS(=O)(=O)c1ccc(F)cc1,0.0,-9,0,-2.0,3,9,2,9,-3,100
Cn1c(Cc2ccccc2)nnc1SCC(=O)Nc1cccc(S(=O)(=O)NC2=NCCCCC2)c1,0.0,-3,1,-1.5,3,-2,1,-4,-1,95
CC(C)NC(=O)c1ccccc1NC(=O)Cc1ccc([N+](=O)[O-])cc1,-0.4,-3,-1,-0.4,2,-9,-2,-3,9,96
CCOC(=O)c1cn[nH]c1N,0.7,-5,0,-1.1,-2,4,1,4,-7,100
CCC(=O)CCC(=O)c1ccc2ccccc2c1,-0.2,-3,0,0.2,6,0,-6,-7,1,100
CN(C(=O)CCCN1C(=O)c2cccc3cccc(c23)C1=O)c1ccccc1,-0.2,-4,-5,0.7,-6,0,3,13,-6,99
O=C(NC(Cc1ccccc1)C(=O)O)/C(=C/c1ccc([N+](=O)[O-])cc1)NC(=O)c1ccco1 (stereo not drawn),0.0,-4,-2,-2.4,-4,12,2,3,-4,106
Fc1cccc(CSc2ncnc3c2ncn3C2CCCCO2)c1 (stereo not drawn),0.3,-5,-4,1.9,6,-4,3,-3,-3,95
O=C1CN(C(=O)c2ccc(Cl)c(S(=O)(=O)N3CCc4ccccc43)c2)c2ccccc2N1,0.1,-5,-11,-2.4,-5,-4,1,-5,-7,100
CCOC(=O)C1=C(CN2CCN(C(=O)OCC)CC2)NC(=O)NC1c1ccc2c(c1)OCO2 (stereo not drawn),-0.1,-6,1,-1.8,-7,1,3,1,2,97
CCN(C(=O)COC(=O)CNS(=O)(=O)c1ccc(C)cc1)C1CCS(=O)(=O)C1 (stereo not drawn),-0.3,-5,3,-0.3,-4,.,1,5,5,102
CN(C)S(=O)(=O)c1cccc(NC(=O)COC(=O)c2c[nH]c(=O)[nH]c2=O)c1,0.0,-1,2,-2.9,-1,9,8,2,7,98
CCOC(=O)N1CCC(NC(=O)c2cc(S(=O)(=O)N3CCc4ccccc43)cn2C)CC1,0.2,-4,4,-1.3,7,5,6,3,1,95
COc1cccc(CNC(=O)CCC2CCCN(C(=O)C3=CC(=O)CC(C)(C)O3)C2)c1 (stereo not drawn),0.6,-3,1,0.6,-5,5,-2,-2,-5,94
C=C1C(=O)[C@]23C[C@H]1CCC2[C@@]1(C)C(C[C@@H]3O)[C@](C)(C(=O)O)C[C@H](O)[C@@H]1O (stereo partly drawn),0.1,-5,4,.,.,13,5,2,.,100
CCOC(=O)c1cnc(-n2nc(C)cc2C)nc1Oc1ccc(C#N)cc1,0.0,-4,0,-1.1,10,0,0,-3,-2,97
CC(=O)c1cccc(NS(=O)(=O)N2CCOCC2)c1,-0.4,-3,1,-1.4,5,-1,7,0,3,91
CC1CC(C)CN(C(=O)c2cccc(S(=O)(=O)NCc3ccccc3)c2)C1 (stereo not drawn),0.1,-6,-1,-2.5,10,0,4,-6,-2,96
COC1OC2COC(c3ccccc3)OC2C(NC(C)=O)C1OC(C)=O (stereo not drawn),-0.4,-5,0,-3.3,-8,-3,3,1,-3,93
CCOC(=O)c1nn(-c2ccc(C)c(C)c2)c(=O)c2c(N)scc12,0.5,.,-1,4.9,11,4,-3,-7,-7,96
Cc1nn(-c2ccccc2)c(Cl)c1/C=N/Nc1nnc(C)c(=O)[nH]1,0.2,-4,-1,0.4,10,-4,3,-4,-2,99
Cc1c(NC(=O)CN2C(=O)NC(C)(c3ccc(Cl)cc3)C2=O)c(=O)n(-c2ccccc2)n1C (stereo not drawn),0.0,-5,1,-0.4,-2,-2,0,4,7,103
C/C(NC(=O)c1cccc(F)c1)=C1/C(=O)C[C@@H]2[C@H]1C2(C)C,0.0,-5,0,1.6,0,-7,11,-15,-8,78
Nc1cccc2c(O)cc(S(=O)(=O)O)cc12,0.0,.,1,0.7,-9,-5,6,3,-9,100

# Screening results from PubChem BioAssay.
